UbGFP stabilizer = Ubiquitin-GFP Assay | Ubiquitin-GFP reporter cells, proteasome inhibition, GFP fluorescence; response scale: untreated = 0%, 10 µM MG-132 = 100% | Potency, µM (series often up to 45.9 µM), for inactives: top-dose activation (GFP accumulation), usual class: activators | 67,000 tested, under 10 active; active = well fitted activation curve with a large enough effect, not every such curve was filed as active; inconclusive = small, poorly fitted or top-dose-only effect, or another doubt; inactive = no such curve, though single readings can be large or run the other way; also: potency is read from the fitted curve at half-maximal effect
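Proteasome block read as GFP accumulation: ubiquitin(G76V)-GFP U2OS cells exposed to compound (2.9 nM–46 uM) for 4 hr at 37 C. Normalization used untreated cells as 0% and 10 uM MG-132 as 100%; concentration-response curves fitted.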
GFP derepression = qHTS Assay for Epigenetic Modulators; 68,000 compounds, 0.09% hits; mouse C127i GFP locus derepression, cytometry, 30 h; Potency, µM (doses to about 46.1 µM), without a hit: top-dose GFP derepression (activation); AID 597, 2007; also: % of control where 0% means no effect
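Derepression screen: silenced CMV-GFP reporter in murine C127i cells, 30 h compound incubation at 37 C, washed cells imaged by laser-scanning cytometer to enumerate GFP-expressing objects of 20 to 120 um.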
4-MU autofl = qHTS Assay for Spectroscopic Profiling in 4-MU Spectral Region; max dye-equivalent concentration, M; compound autofluorescence, 340/450 nm, 4-MU equivalents; hits give high values; AID 589, 2007; 59,000 compounds, 11% hits; in the data active = max dye-equivalent concentration above about 10 nM; inconclusive = mostly about 1.1 nM to 9.6 nM
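Intrinsic fluorescence at 340/450 nm (ex/em) was read after 15 min at room temperature in pH 8.0, 100 mM Tris. Each compound concentration expressed as 4-MU-equivalent concentration from a six-point 4-MU standard series on each plate.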
ERK AVP block = qHTS Assay for Inhibitors of the ERK Signaling Pathway using a Homogeneous Screening Assay; 72,000 compounds, 0.99% hits; Potency, µM (top dose mostly 57.5 µM), for the others: at the top dose activity, negative = inhibition, hits mostly inhibitors; HEK293-V1b, vasopressin-stimulated pERK AlphaScreen; also: potency is read from the fitted curve at half-maximal effect; % is scaled to controls: 0 for no effect and ±100 for the full control effect; nearly all actives have a fitted effect of over 55% in size
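Phosphorylated ERK1/2 detected via AlphaScreen bead proximity in lysates of V1b-expressing HEK293 cells given 25 nM vasopressin for 5 min after 30 min compound exposure (37 °C). AC50 from Hill equation; basal DMSO 0%, vasopressin 100%.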
Fluorescein fluor = qHTS Assay for Spectroscopic Profiling in Fluorescein Spectral Region. Compound autofluorescence, 480/540 nm, fluorescein-equivalent; hits give high values. 59,000 compounds, 0.91% hits. max fluorescein-equivalent concentration, M; in the data active = max fluorescein-equivalent concentration above about 10 nM; inconclusive = between about 1.1 nM and that limit
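Autofluorescence profiling; 100 mM Tris, pH 8.0; incubation 15 min at RT; ex/em 480/540 nm; result as fluorescein-equivalent concentration.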
Luciferase inh = qHTS Assay for Inhibitors of Firefly Luciferase; purified firefly luciferase, luminescence, 8 min; Potency, µM (top dose mostly 57.1 µM), inactives show top-dose activity change, negative = inhibition, hits mostly inhibitors; 72,000 compounds, 2.2% hits; AID 411, 2009; also: potency is read from the fitted curve at half-maximal effect; % is scaled to controls: 0 for no effect and ±100 for the full control effect; nearly all actives have a fitted effect of over 40% in size
Target sequence (P08659 whole entry, looked up): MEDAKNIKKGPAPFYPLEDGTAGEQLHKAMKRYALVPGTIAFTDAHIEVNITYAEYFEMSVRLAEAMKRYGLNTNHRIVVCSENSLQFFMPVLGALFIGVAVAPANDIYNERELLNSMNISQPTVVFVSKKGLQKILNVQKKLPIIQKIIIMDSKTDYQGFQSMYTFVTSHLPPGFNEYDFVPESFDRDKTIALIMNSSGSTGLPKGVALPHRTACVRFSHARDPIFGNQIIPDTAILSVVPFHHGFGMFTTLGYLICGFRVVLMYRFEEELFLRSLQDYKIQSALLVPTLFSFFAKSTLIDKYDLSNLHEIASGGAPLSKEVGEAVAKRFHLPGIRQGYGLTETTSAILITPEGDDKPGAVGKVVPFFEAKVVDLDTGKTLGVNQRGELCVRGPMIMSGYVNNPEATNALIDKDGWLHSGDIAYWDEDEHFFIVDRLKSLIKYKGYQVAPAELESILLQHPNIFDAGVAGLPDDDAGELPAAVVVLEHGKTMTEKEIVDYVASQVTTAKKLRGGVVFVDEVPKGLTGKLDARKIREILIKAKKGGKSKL
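Here, luciferase activity is measured as luminescence following an 8 min room-temperature reaction at 10 uM ATP, pH 7.2. Every library sample is titrated.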
A350 autofl = qHTS Assay for Spectroscopic Profiling in A350 Spectral Region; Compound autofluorescence, 340/450 nm, Alexa 350 dye-equivalents; hits give high values; max dye-equivalent concentration, M; 59,000 compounds, 11% hits; in the data active = max dye-equivalent concentration above about 10 nM; inconclusive = mostly about 1.1 nM to 9.6 nM
Texas Red fluor = qHTS Assay for Spectroscopic Profiling in Texas Red Spectral Region | Compound fluorescence, Texas Red channel, 547/618 nm; hits give high values | max dye-equivalent concentration, M | 59,000 compounds, 0.06% hits | AID 587, 2007; in the data active = max dye-equivalent concentration above about 10 nM; inconclusive = between about 1.1 nM and that limit
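Compound fluorescence was read after 15 min at room temperature in 100 mM Tris, pH 8.0, using 547 nm excitation and 618 nm emission across a concentration series. It was expressed as Texas Red dye-equivalent concentration from an on-plate standard curve.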
Hsp90 Hop PPI = qHTS Assay for Disrupters of an Hsp90 Co-Chaperone Interaction; AlphaScreen TPR2A-His6 binding biotin-Hsp90 C-terminal peptide; 71,000 compounds, 0.44% hits; Potency, µM (highest dose often 57 µM), without a hit: at the highest dose activity change, negative = inhibition; AID 595, 2007; Hsp90 C-terminal peptide / TPR2A (Hop) interaction, human; active = well fitted curve in either direction with a large enough effect; inconclusive = small, poorly fitted or top-dose-only effect, or another doubt; also: potency is read from the fitted curve at half-maximal effect; % is scaled to controls: 0 for no effect and ±100 for the full control effect; many of its hits are not listed in these tables
CRE Fsk mod = Cell signaling CRE-BLA (Fsk stim). CHO CRE-bla reporter (cAMP response element driving beta-lactamase), forskolin EC10, beta-lactamase ratio. Potency, µM (highest dose often 38.2 µM), for the others: top-dose activity change, negative = inhibition, usual class: activators. 71,000 compounds, 2.5% hits; active = well fitted activation curve with a large enough effect in the signal ratio, with a control signal flat, not every such curve was filed as active; inconclusive = small, poorly fitted or top-dose-only effect, or effect the other way, or a change in a side signal; the % refers to the signal ratio; also: potency is read from the fitted curve at half-maximal effect; % of control where 0% means no effect
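The 460nm/530nm emission ratio after CCF4 loading defined %Activity, from which AC50 values were obtained. CRE-bla CHO cells received compound dilution series together with an EC10 level of NKH 477 for 3 hours at 37 degrees Celsius.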
HBB splicing = qHTS Assay for Modulators of Hemoglobin Beta Chain Splicing; HBB splicing reporter cell assay, activation; EGFP reporter with mutant IVS2-654 intron; response scale: normalised to 500 nM splice-correcting PNA; Potency, µM (titrated, usually from 46.1 µM), for the others: at the top dose activation, usual class: activators; 65,000 compounds, 0.06% hits; AID 925, 2007; also: potency is read from the fitted curve at half-maximal effect; 0% is about no effect
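Compounds were applied for 2 days to HeLa EGFP-654 cells, 500/well in Optimem with 2% FCS. The reporter's EGFP is disrupted by mis-splicing of beta-globin intron IVS2-654. Readout: summed well GFP fluorescence from 488 nm laser scanning; reference was 500 nM antisense […] 654 PNA.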
The depositor's hits bear a star; i = inactive; ? = inconclusive; . = not tested or not shown; [ ] = another dose, or the depositor's remark. Unless noted, calls follow the shape of the dose curve; as a rule, active = well fitted curve in the direction sought with a large enough effect; inconclusive = small, poorly fitted or top-dose-only effect, or another doubt; inactive = no such curve, though single readings can be large; an effect the other way counts as inactive or inconclusive. Only part of the results is shown (hit frequency here may not be typical).

SMILES | UbGFP stabilizer | GFP derepression | 4-MU autofl | ERK AVP block | Fluorescein fluor | Luciferase inh | A350 autofl | Texas Red fluor | Hsp90 Hop PPI | CRE Fsk mod | HBB splicing
CCC(=O)c1ccc(OCC(O)CN2CCN(c3cccc(C(F)(F)F)c3)CC2)cc1 (stereo unspecified) | -1% | 1% | i | -20% | i | 0% | i | ? | 1% | -21% | 1.0%
O=C(CN1CCN(c2ccc(Cl)cc2)CC1)c1ccc2c(c1)OCO2 | -6% | -2% | i | 31%[activator] | ? | 1% | i | i | -23% | ? | 5.1%
COC(=O)C1(C)NC(c2cccs2)C2C(=O)N(c3ccccc3F)C(=O)C21 (stereo unspecified) | -6% | 0% | i | -3% | i | 0% | i | ? | 0% | -1% | .
COCC(=O)N1CCC[C@@]2(CCN(Cc3cc(C(F)(F)F)cc(C(F)(F)F)c3)C2)C1 | 0% | -2%[9.22 µM] | i | -21% | ? | -1%[11.4 µM] | i | i | -2% | -2% | 3.7%
OC1(c2ccc(Br)cc2)CCNCC1 | -2% | 2% | ? | -1% | i | 2% | ? | i | 0% | -4% | 0.1%[57.5 µM]
CN(C)CCNC(=O)c1ccccc1-c1ccccc1 | -4% | -3% | i | -16% | i | 2% | i | i | -1% | -13% | -1.1%
CC1Cc2nc(SCC(=O)Nc3nccs3)n(C)c(=O)c2S1 (stereo unspecified) | 6% | . | . | . | . | 1% | . | . | -4% | 7% | -1.1%
Cc1cccc(/N=C/c2c(O)cc(C)oc2=O)n1 | -3% | 3% | 1.1e-08M* | 20% | ? | 3% | ? | ? | -3% | -7% | 0.1%[57.5 µM]
Clc1ccccc1N1CCN(c2ncnc3nc[nH]c23)CC1 | 4% | . | . | . | . | 2% | . | . | -2% | ? | -0.2%
Cc1ccc(NC(=O)OCC(F)(F)C(F)F)cc1NC(=O)OCC(F)(F)C(F)F | 5%[9.17 µM] | -2% | . | 30%[activator] | . | -7% | . | . | 1%[11 µM] | ? | 1.0%[0.0738 µM]
CCCCn1c(SCC(=O)N2CCOCC2)nnc1-c1cccs1 | -1% | -2% | i | -17% | i | 1% | i | i | 0% | -2% | .
Cc1c(C#N)c2ccccc2n1CC(=O)N1CCc2ccccc2C1 | 6% | -2% | . | -6% | . | 0% | . | . | 1% | -18% | -0.6%
Cc1ccccc1-c1cc(N2CCNCC2)ncn1 | -5% | 2%[9.22 µM] | i | -9% | i | 0%[2.29 µM] | i | i | -8% | -10% | 1.8%
Cc1ccc2cc(C#N)c(NCCNC(=O)C3CCC3)nc2c1C | 1% | 0% | 3e-07M* | 3% | i | 1% | 2.8e-07M* | i | 0% | ? | .
CC(C)(CN1CCCCC1)NS(=O)(=O)c1ccc(Cl)cc1 | 0% | 1% | i | -8% | i | 0% | i | i | -4% | ? | 0.6%
O=C(CN(C(=O)CNS(=O)(=O)c1ccccc1)c1ccc2c(c1)OCCO2)NC1CCCCC1 | 1% | 0% | i | -1% | i | 2% | i | i | -2% | -8% | .
Cc1ccc2[nH]c3c(c2c1)CN(C(=O)CN1CCN(c2ccccc2)CC1)CC3 | 5% | -2% | i | -10% | ? | 1% | i | i | -18% | ? | 3.8%[1.84 µM]
O=C(O)CC12CSc3[nH]c(=O)sc3C1c1ccccc1OC2=O (stereo unspecified) | 18% | . | . | . | . | -1% | . | . | 0% | -1% | -0.5%
CCOC(=O)Cn1c(=NC(=O)CSC(C)=O)sc2ccccc21 | -2% | . | . | . | . | 3% | . | . | -1% | ? | -0.8%
O=C(O)CCn1c(C(=O)O)cc2sccc21 | -1% | 0% | i | -4% | i | 0% | i | i | -6% | ? | .

Quoted at random: four compounds from above.
SMILES | UbGFP stabilizer | GFP derepression | 4-MU autofl | ERK AVP block | Fluorescein fluor | Luciferase inh | A350 autofl | Texas Red fluor | Hsp90 Hop PPI | CRE Fsk mod | HBB splicing
COCC(=O)N1CCC[C@@]2(CCN(Cc3cc(C(F)(F)F)cc(C(F)(F)F)c3)C2)C1 | 0% | -2%[9.22 µM] | i | -21% | ? | -1%[11.4 µM] | i | i | -2% | -2% | 3.7%
Clc1ccccc1N1CCN(c2ncnc3nc[nH]c23)CC1 | 4% | . | . | . | . | 2% | . | . | -2% | ? | -0.2%
CCCCn1c(SCC(=O)N2CCOCC2)nnc1-c1cccs1 | -1% | -2% | i | -17% | i | 1% | i | i | 0% | -2% | .
O=C(CN(C(=O)CNS(=O)(=O)c1ccccc1)c1ccc2c(c1)OCCO2)NC1CCCCC1 | 1% | 0% | i | -1% | i | 2% | i | i | -2% | -8% | .

Following part.
SMILES | UbGFP stabilizer | GFP derepression | 4-MU autofl | ERK AVP block | Fluorescein fluor | Luciferase inh | A350 autofl | Texas Red fluor | Hsp90 Hop PPI | CRE Fsk mod | HBB splicing
CN1CCN(c2nc(-c3ccc4c(c3)OCO4)nc3ccccc23)CC1 | 9% | -3%[9.22 µM] | i | -9% | ? | 0%[2.29 µM] | i | i | -9% | ? | -0.5%
Cc1ccc(NC(=O)C2C3CC4OC(=O)C2C4C3)cc1Cl (stereo unspecified) | -1% | -2% | i | -2% | i | 0% | i | i | -4% | -11% | 1.3%
CC1(C)CC(=O)C=C(NCC2CCCO2)C1 (stereo unspecified) | 3% | 1% | i | 15% | ? | 0% | i | i | -3% | -3% | -4.7%
Cc1ccc(Cn2nnc3c(=O)[nH]c(C4CCN(S(=O)(=O)c5ccccc5)CC4)nc32)cc1 | -1% | 0% | i | 35%[activator] | i | 3% | i | i | ? | 16% | .
CCOC(=O)CN(C(=O)CSc1nnc(COc2ccc(OC)cc2)n1C)c1ccccc1 | -1% | 0% | i | -19% | i | 2% | i | i | 0% | -4% | -0.1%[57.5 µM]
COc1ccc(N2C(=O)C3CCCN3C2c2cccs2)cc1 (stereo unspecified) | 7% | 7% | . | 4% | . | -1% | . | . | -2% | -2% | -0.5%
CCCn1c(C)nc2c(N(CCN(CC)CC)CCN(CC)CC)nc(C)nc21 | 9% | . | . | 0% | . | . | . | . | -2% | -6% | 0.1%
Cc1cccnc1NC(=O)c1ccc2nc(N)sc2c1 | 5% | -3% | ? | -12% | i | -2% | ? | i | -4% | 2% | .
CC1CN=C(c2cccn2Cc2ccc(F)cc2Cl)O1 (stereo unspecified) | -2% | 1% | i | 8% | i | -4% | i | i | 10% | -1% | -1.8%
Cc1csc2nc(=O)c3ccccc3n12 | 4% | -3% | i | -16% | i | 0% | i | i | -1% | ? | 2.3%
COc1ccc(-n2c(=O)c(-c3ccc(F)c(F)c3)nc3cncnc32)cc1 | -1% | 2%[9.22 µM] | i | 5% | ? | 1%[11.4 µM] | i | i | -4% | 7% | 2.3%
C=CCn1c(N2CCCC2)nc2c1c(=O)[nH]c(=O)n2C | 0% | -2% | i | 10% | i | 1% | i | i | -2% | ? | .
O=C(C1CCN(S(=O)(=O)c2ccc(-n3cnnn3)cc2)CC1)N1CCN(c2ccccc2)CC1 | -3% | -2% | i | 0% | i | -1% | i | ? | -4% | 5% | .
CC(C)CCN(C)C1CCN(S(=O)(=O)c2cccc(C(F)(F)F)c2)CC1 | -1% | 0% | i | 9% | i | 2% | i | i | -5% | -1% | 7.9%[0.369 µM]
O=C(CNS(=O)(=O)c1ccc(C(=O)N2CCCCC2)cc1)N1CCCCC1 | 3% | 0% | i | 4% | i | 0% | i | ? | -3% | -3% | -0.5%
CCN(CC)S(=O)(=O)c1ccc2nnn(OCC(=O)Nc3cccc(C#N)c3)c2c1 | 4% | -1% | i | -3% | i | -1% | i | i | 2% | ? | 0.0%
CCOC(=O)CSc1nnc(CNC(=O)c2ccc(OC)cc2)n1-c1ccc(OC)cc1 | 0% | -1% | i | 17% | i | 0% | i | i | -2% | -26% | -0.5%
CN(C)[C@H]1C(=O)C(C(=O)NCN2CCCC2)=C(O)[C@]2(O)C(=O)C3=C(O)c4c(O)cccc4[C@](C)(O)[C@H]3C[C@H]12 | -7%[9.17 µM] | 7%[9.22 µM] | i | -5%[11.5 µM] | ? | -1%[11.4 µM] | ? | i | -16%[11 µM] | -3%[7.6 µM] | 2.2%[9.22 µM]
CC(=O)Nc1ccc(S(=O)(=O)Nc2ccc(S(=O)(=O)N3CCCCCC3)cc2)cc1 | -1% | 1% | i | -8% | i | 2% | i | i | -4% | -2% | 0.1%
CCOC(=O)c1ccc(NC(=O)CCC(CC)C(=O)O)cc1 (stereo unspecified) | . | 0%[20.6 µM] | i | . | ? | -1%[25.5 µM] | i | i | . | . | .

High-throughput results: PubChem BioAssay, National Center for Advancing Translational Sciences (NCATS)
